# mHTT CaM bind – inhibitors of human mutant huntingtin-calmodulin interaction; P42858; AlphaScreen His-mHTT/GST-CaM binding, luminescence; inhibition, % at 15 µM; 3.6% of 190,000 active; AID 1671202;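 note: 0% = both proteins with DMSO and 100% = one protein alone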
# Pf apPOL inh – Pf-apPOL DNA polymerase inhibition; AID 1794808; Recombinant Pf-apPOL, molecular beacon fluorescence, 1.5 h; 0.25% of 210,000 active; inhibition, % at 10 µM
# * hit, by the source's call; i = inactive; . = not tested or not shown; & = joins results of further samples. Cut-off read from the data, not from the text of the source: active = inhibition above about 50%; inactive = the rest.
# Preview, three compounds:
# Below each SMILES: Pf apPOL inh | mHTT CaM bind
O=C(NCc1ccc2c(c1)OCO2)C1CCCN(c2nnc3ccc(Cl)cn23)C1 (configuration not stated)
→ 1 | 22
Cc1ccccc1NS(=O)(=O)c1ccc2[nH]cc(C(=O)N(C)Cc3ccco3)c(=O)c2c1
→ -14 | 18
Cc1cc(C)nc(NC(=O)c2ccc(C(=O)Nc3cc(C)cc(C)n3)cc2)c1
→ 2 | 1

# All compounds of this part, repeating the preview:
# Below each SMILES: Pf apPOL inh | mHTT CaM bind
O=C(NCc1ccc2c(c1)OCO2)C1CCCN(c2nnc3ccc(Cl)cn23)C1 (configuration not stated)
→ 1 | 22
Cc1ccccc1NS(=O)(=O)c1ccc2[nH]cc(C(=O)N(C)Cc3ccco3)c(=O)c2c1
→ -14 | 18
Cc1cc(C)nc(NC(=O)c2ccc(C(=O)Nc3cc(C)cc(C)n3)cc2)c1
→ 2 | 1
CCCNC(=O)N1CC(C(=O)N2CCCCC2)C2(CCOCC2)C1 (configuration not stated)
→ 2 | 0
O=C1c2ccccc2C2(c3ccccc3)NCCN12 (configuration not stated)
→ -1 | -5
O=S(=O)(Nc1ccc(F)cc1)c1cccc2cccnc12
→ -3 | -14
Cc1cccc(C#Cc2ccccc2)n1
→ 10 | .
COc1ccc(-c2csc(N3CCOCC3)n2)cc1OC
→ -8 | 10
CC(C)c1ccc(C(=O)NCc2ccc(F)cc2)cc1
→ -10 | -10
CC(C)C1N(C(=O)CN2CCOCC2)CCN1S(=O)(=O)c1ccccc1 (configuration not stated)
→ -1 | 1
COc1ccc(CCNC(=O)CC2CCN(C(=O)c3ccccc3)CC2)c(OC)c1
→ -7 | 13
O=C(NCCCN1CCOCC1)C1CCc2sc(C(=O)N3CCCCCC3)cc2C1 (configuration not stated)
→ 0 | 4
Nc1nnc(CS(=O)(=O)CC(=O)O)s1
→ . | -3
O=c1oc2c(-c3cccc(C(F)(F)F)c3)cc(O)cc2s1
→ 1 | 40
COc1ccc(C2C3=C(Nc4ncnn42)c2ccccc2OC3c2cccc([N+](=O)[O-])c2)cc1 (configuration not stated)
→ -2 | 4
COc1ccccc1NC(=O)Cn1c(C(C)C)nc2c(c1=O)CCN(Cc1ccccc1)C2
→ -3 | 21
COc1cc(OC)c(Nc2ncnc3c2nc2n3CCCC2)cc1Cl
→ -2 | -4
CC(C)(CO)Nc1ncnc(N)c1[N+](=O)[O-]
→ -1 | 1
O=C(NC1CCCCCC1)c1ccnc(N2CCNC(c3ccccc3)C2)c1 (configuration not stated)
→ -4 | 25
COc1cccc(COc2ccc3c(=O)c(Oc4ccccc4OC)coc3c2)c1
→ -5 | -5

# 2 entries picked at random from those above:
# Below each SMILES: Pf apPOL inh | mHTT CaM bind
COc1ccccc1NC(=O)Cn1c(C(C)C)nc2c(c1=O)CCN(Cc1ccccc1)C2
→ -3 | 21
O=C(NC1CCCCCC1)c1ccnc(N2CCNC(c3ccccc3)C2)c1 (configuration not stated)
→ -4 | 25

# (listing goes on)
# Below each SMILES: Pf apPOL inh | mHTT CaM bind
COc1cccc(CCC(=O)N2CCc3[nH]ncc3C2)c1
→ 2 | 8
CC1CC(C)CN(S(=O)(=O)N2CCCC(C(=O)NC(C)c3ccccc3)C2)C1 (configuration not stated)
→ -12 | -6
CCn1cnc2c1c(=O)n(C1CC1)c(=O)n2-c1ccccc1
→ 0 | 0
COc1ccc2c(CC(=O)O)cc(=O)oc2c1
→ -4 | 2
CC1=NN(c2ccc(C(=O)O)cc2)C(=O)/C1=C/c1ccc(Br)cc1
→ 0 | 6
CC1(C)CC(=O)C(C(C2=C(O)CC(C)(C)CC2=O)c2ccc(F)cc2)C(=O)C1 (configuration not stated)
→ 2 | 25
CC(=O)Oc1ccc2c(c1)OC(=Cc1ccncc1)C2=O
→ 2 | 21
CC1=NN2C(=N)/C(=C/c3cn(Cc4ccccc4C)c4ccccc34)C(=O)N=C2S1
→ -8 | 1
Cc1nnc(-c2nnc(NCc3ccccc3Cl)c3ccccc23)o1
→ -3 | 7
COc1cccc(C(=O)N2CCN=C2N2CCCC2)c1
→ -8 | -3
O=C(C=CC(=O)Nc1ccccc1C(F)(F)F)Nc1ccccc1C(F)(F)F
→ 3 | .
CCc1ccc(CNC(=O)CCS(=O)(=O)Cc2cccc(Cl)c2)cc1
→ -15 | -8
COc1cc2cc(C(=O)O)cc(-c3ccc(C)cc3)c2cc1OC
→ -2 | -1
CCC(=O)N1CCc2cc(Br)cc(S(=O)(=O)N(CC)Cc3ccccc3)c21
→ -1 | 3
CC(C)(C)NC(=O)c1c(F)c(F)c(F)c(F)c1F
→ -2 | 1
CCOC(=O)c1ccsc1NC(=O)CC1Nc2ccccc2NC1=O (configuration not stated)
→ 3 | -6
O=C(Nc1ccc2c(c1)OCCO2)c1cc2n(n1)CCCN(Cc1ccc(F)cc1)C2=O
→ -7 | 3
O=C1CN(Cc2ccccc2)CC(=O)N1CCc1ccccc1
→ -3 | -17
CCC(=O)NCc1nc2c(n1CC)CN(C(=O)c1ccc(CC)cc1)CC2
→ -6 | 9
CC1=NN(c2ccc(Cl)cc2Cl)C(=O)/C1=C/c1ccc(Cl)cc1
→ -7 | 27

# A few values from the list.
# CC1=NN(c2ccc(C(=O)O)cc2)C(=O)/C1=C/c1ccc(Br)cc1 @ Pf apPOL inh = 0
# COc1ccc(-c2csc(N3CCOCC3)n2)cc1OC @ Pf apPOL inh = -8
# Cc1ccccc1NS(=O)(=O)c1ccc2[nH]cc(C(=O)N(C)Cc3ccco3)c(=O)c2c1 @ Pf apPOL inh = -14
# CC1CC(C)CN(S(=O)(=O)N2CCCC(C(=O)NC(C)c3ccccc3)C2)C1 (configuration not stated) @ Pf apPOL inh = -12
# CC1=NN(c2ccc(Cl)cc2Cl)C(=O)/C1=C/c1ccc(Cl)cc1 @ Pf apPOL inh = -7
# CCOC(=O)c1ccsc1NC(=O)CC1Nc2ccccc2NC1=O (configuration not stated) @ Pf apPOL inh = 3

# (further entries)
# Below each SMILES: Pf apPOL inh | mHTT CaM bind
C#CCOc1ccc(/C=C2\NC(=O)N(CC(=O)Nc3cccc(C)c3)C2=O)cc1OC
→ -5 | 3
O=C(C=Cc1ccccc1)NCC1(O)CCc2ccccc2C1 (configuration not stated)
→ 2 | 0
Cc1cccc(C(=O)Nc2ccc(Cl)c(Cl)c2)c1
→ -2 | -21
NC(=NO)c1cccc(CSc2ccccn2)c1
→ -4&-2 | .
CCC1CCCCN1C(=O)c1sc2ncn(Cc3ccccc3F)c(=O)c2c1C (configuration not stated)
→ -7 | 6
CCN1CCN(C2=NC(=O)/C(=C/c3ccc(Br)cc3)S2)CC1
→ -1 | 19
N[C@@H](Cc1ccc(O)c(O)c1)C(=O)O
→ 8 | .
Cc1ccccc1NC(=O)C(=O)NCC(C)O (configuration not stated)
→ -1 | -4
COc1ccc2[nH]cc(CCN3CC(C(=O)N4CCc5ccccc54)CC3=O)c2c1 (configuration not stated)
→ -6 | 44
Clc1ccc(OCCCCN2CCCCC2)cc1
→ -2 | -2

# Of the compounds above, these have a CF3 group.
# Below each SMILES: Pf apPOL inh | mHTT CaM bind
O=c1oc2c(-c3cccc(C(F)(F)F)c3)cc(O)cc2s1
→ 1 | 40
O=C(C=CC(=O)Nc1ccccc1C(F)(F)F)Nc1ccccc1C(F)(F)F
→ 3 | .

# Remaining list, next part:
# Below each SMILES: Pf apPOL inh | mHTT CaM bind
COc1cc(C=Nc2cc([N+](=O)[O-])ccc2C)ccc1O
→ 4 | 5
Cc1ccccc1NC(=O)C1CCC(CNS(=O)(=O)c2cccs2)CC1 (configuration not stated)
→ -1 | -2
O=C(c1ccc(-c2nc(-c3ccccc3)no2)cc1)N1CCOCC1
→ -5 | -5
COC(=O)c1c(C)oc2cc(Br)c(OCC(=O)OC(C)(C)C)cc12
→ 0 | -7
COc1cc(C(=O)Oc2ccc3c(c2)OC(=Cc2ccc(F)cc2)C3=O)cc(OC)c1OC
→ -7 | 2
CCCCN(CC)C(=O)c1ccc(Cl)c(Cl)c1
→ -5 | -16
O=C(O)c1cc([N+](=O)[O-])ccc1NC1CCCCC1
→ -5 | 5
Cc1cc(NC(=O)CN2CCOCC2)c2ccccc2n1
→ -10 | 0
CC(C)(C)c1cc(C(=O)NCc2cccs2)nc2ccnn12
→ 0 | -143
CCC(=O)NCc1csc(C2CCN(C(=O)c3ccc(C(C)(C)C)cc3)CC2)n1
→ -3 | 19
CCN1CCc2c(sc(N)c2C(=O)OC)C1
→ -1 | -5
O=C(CC1COc2ccccc2NC1=O)Nc1ccccc1 (configuration not stated)
→ -1 | -4
O=C(O)c1ccc(NC(CSCc2ccccc2Cl)C(=O)O)c([N+](=O)[O-])c1 (configuration not stated)
→ -6 | -1
O=C(O)Cc1ccsc1
→ . | 1
COc1ccc(C2CC(C(F)(F)F)n3nc(C(=O)N(C)CCc4ccccn4)cc3N2)cc1 (configuration not stated)
→ 0 | 23
COCCNC(=O)c1cc(-c2ccc3c(c2)OCO3)on1
→ 2 | 1
Clc1ccc(C=Nc2c(-c3ccco3)nc3ccccn23)cc1
→ -2 | 55*
CN(C)C(=O)c1cc2c(s1)CCC(C(=O)NC1CCCCC1)C2 (configuration not stated)
→ 0 | 2
COc1ccc(OC)c(C=C2Oc3cc(OCC(N)=O)ccc3C2=O)c1
→ -16 | 3
O=C1CC(Nc2ccc(N3CCOCC3)cc2)C(=O)N1c1ccc2c(c1)OCO2 (configuration not stated)
→ -6 | 17
NNc1nnc2c(n1)[nH]c1ccc(Br)cc12
→ 11 | 67*
COc1ccc(CCC(=O)Nc2cccc(F)c2)cc1
→ -4 | -10
COc1ccc(-c2[nH]ncc2Oc2ccccc2)c(O)c1
→ -9 | 35
COc1ccccc1/C=C1\N=C(c2ccc([N+](=O)[O-])cc2Cl)OC1=O
→ 4 | 1
CCOc1ccc(N=Cc2ccc([N+](=O)[O-])cc2)cc1
→ 5 | 4
N/C(=N\OC(=O)CCc1ccccc1)c1cccnc1
→ -11 | i
COc1ccc(NC(=O)CSc2cn(Cc3ccccc3C)c3ccccc23)c(OC)c1
→ 1 | 23
CCNC(=O)c1csc(-c2ccccc2OC)n1
→ -6 | -4
COc1ccc(S(=O)(=O)N=C2C(C)=CC(=O)C=C2C)cc1
→ 0 | 24
CCOc1ccc(CNC(=O)c2cc(-c3cccs3)nc3ccccc23)cc1OC
→ 1 | -1
O=C(c1ccc(Cn2cncn2)cc1)N1CCC(N2CCCCC2)CC1
→ 2 | 1
CCOc1ccc(/C=C2/C(=O)ON=C2C)cc1Br
→ 0 | 48
O=c1ccc(S(=O)(=O)N2CCCC2)cn1Cc1ccc(F)cc1
→ -3 | -2
CCC(=O)NCc1nc2c(n1CC)CN(C(=O)c1ccccc1C(F)(F)F)CC2
→ -1 | 5
Cc1nc(N2CCOCC2)c2c(C)c(C(=O)Nc3ccc([N+](=O)[O-])cc3C)sc2n1
→ -5 | 52*
COc1ccc(/C=C2\SC(=O)N(CNc3ccccc3Cl)C2=O)cc1
→ 3 | 1
O=C(Nc1ccc(S(=O)(=O)Nc2cccc(Cl)c2Cl)cc1)c1ccc([N+](=O)[O-])cc1
→ -7 | 62*
O=C(NN1C(=O)c2ccccc2C1=O)c1cccc(Cl)c1
→ -2 | -2
CC(=O)Nc1ccc(S(=O)(=O)Nc2ccc3c(c2)OCO3)cc1
→ -1 | 0
COc1ccc(-c2noc(C3CCCN3C(=O)Nc3cccc(Cl)c3)n2)cc1 (configuration not stated)
→ -2 | -9
N#C/C(=C\c1ccc2c(c1)OCO2)C(=O)Nc1cc([N+](=O)[O-])ccc1Cl
→ -5 | 6
CCOc1ccc(N2CC(c3nnc(NC(=O)Cc4ccccc4Cl)o3)CC2=O)cc1 (configuration not stated)
→ -2 | 20
CCCCNc1nc(-c2ccccc2F)nc2ccccc12
→ 0 | -15
CCOc1ccccc1CNC(=O)c1nc(C)n(C2CCN(C(C)=O)CC2)c1C
→ -5 | -2
O=C(c1cccs1)N1CCN(c2cc(N3CCCC3)c(F)cc2[N+](=O)[O-])CC1
→ -2 | -2
COc1cccc(NC(=O)c2ccc(Cn3nc(C)c(Cl)c3C)o2)c1
→ -9 | 5
O=C1CSC(c2cccc(F)c2)N1c1cc(Cl)cc(Cl)c1 (configuration not stated)
→ -3 | -38
CCOc1ccc(C(=O)Nc2sc(C)c(C)c2C(N)=O)cc1
→ -5 | 0
CCN1CCCn2nc(C3CCN(C(=O)c4ccc(OC)cc4)CC3)cc2C1=O
→ -6 | -1
O=C1c2ccccc2C(=O)N1CN(CCSc1ccccc1)CN1C(=O)c2ccccc2C1=O
→ -10 | .

# Other results follow:
# Below each SMILES: Pf apPOL inh | mHTT CaM bind
O=C1C[C@H]2C=CCc3cccc(c32)CN1Cc1ccccc1
→ -7 | 100*
CN1CCN(C(CNC(=O)COc2ccc(Cl)cc2)c2ccc(F)cc2)CC1 (configuration not stated)
→ -10 | -8
CCN(CC)C(=C(C(Cl)=C(Cl)Cl)[N+](=O)[O-])N(CC)CC
→ 2 | -1
Cn1cc(Cl)c(C(=O)N2CCCC2c2cccc(F)c2)n1 (configuration not stated)
→ -6 | 5
CSc1ncnc2c1sc1nc3c(cc12)COC(C)(C)C3
→ -4 | -6
O=C(OCc1ccncc1)c1cn(-c2cccc(F)c2)c(=O)c2ccccc12
→ 0 | -3
NS(=O)(=O)c1ccc(CCNC(=O)c2ccc([N+](=O)[O-])cc2Cl)cc1
→ -2 | 3
COc1ccc(-c2noc(C3CCN(CC(=O)Nc4cc(C)ccc4C)CC3)n2)cc1
→ -3 | -2
CN1C(=O)Cc2cc(C(=O)N3CCCC3)ccc21
→ -1 | 1
CSCCC(C)(O)CNC(=O)CC(C)(C)C (configuration not stated)
→ -3 | -3
O=C(NCCNc1ccccc1[N+](=O)[O-])c1ccccc1F
→ -2 | 9
Cc1c(Cc2ccccc2)sc(NC(=O)C(F)(F)F)c1C(N)=O
→ 1 | 16
Cn1cc([N+](=O)[O-])c(C(=O)O)n1
→ . | -13
N#CC1=C(N)N2C(=C(C#N)C1c1cccs1)Sc1ccccc12 (configuration not stated)
→ -4 | 0
COc1ccc(NC2=CC(=NS(=O)(=O)c3cc(C)ccc3C)c3ccccc3C2=O)cc1
→ 7 | 47

# High-throughput results (PubChem BioAssay)

# A portion of the library. The share of hits here may be higher or lower than overall.
